From PubChem BioAssay
GLS inh = inhibitors of human glutaminase (GLS) | 410,000 tested, 0.21% active | O94925 | Potency, µM (doses to about 45.5 µM), without a hit: top-dose activity change, negative = inhibition, actives largely listed as inhibitors | GLS enzymatic activity, qHTS titration; further: potency means the concentration at half of the fitted maximal effect; on the % scale 0 is the no-effect control and ±100 the full control effect
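Enzyme dispensed in phosphate buffer (45 mM, pH 8.2, 0.02% Tween-20), compounds pinned in, then 1 mM L-glutamine solution and the glutamate oxidase–HRP–Amplex Red mix added; fluorescence read immediately and again after 30 min at room temperature.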
JMJD2A Tudor = inhibitors of human JMJD2A Tudor domain; O75164; AlphaScreen JMJD2A-Tudor / H3K4me3 peptide binding; Potency, µM (doses to about 114 µM), inactives show top-dose activity change, negative = inhibition, most hits filed as inhibitors; 390,000 tested, 4.4% active; AID 504339; further: potency means the concentration at half of the fitted maximal effect; on the % scale 0 is the no-effect control and ±100 the full control effect; nearly all actives have a fitted effect of over 50% in size
Pin1 inh = blocks the human prolyl isomerase Pin1; 390,000 tested, 0.009% active; AID 504891; Potency, µM (titrated, usually from 115 µM), without a hit: at the top dose activity, negative = inhibition, actives largely listed as inhibitors; Q13526; Pin1 FP peptide displacement, HiFluor488, 10 min; active means well fitted inhibition curve with a large enough effect in the polarisation, with a control signal flat, not every such curve was filed as active; inconclusive means small, poorly fitted or top-dose-only effect, or effect the other way, or a change in a side signal; inactive means no such curve, though single readings can be large or run the other way; the % refers to the polarisation; further: potency means the concentration at half of the fitted maximal effect; on the % scale 0 is the no-effect control and ±100 the full control effect
G9a block = inhibitors of human histone lysine methyltransferase G9a; Q96KQ7; G9a H3K9 monomethylation, AlphaScreen, 2 h; Potency, µM (titrated, usually from 102 µM), for inactives: top-dose activity, negative = inhibition, hits mostly inhibitors; 350,000 tested, 8.8% active; AID 504332; further: potency means the concentration at half of the fitted maximal effect; on the % scale 0 is the no-effect control and ±100 the full control effect; nearly all actives have a fitted effect of over 75% in size
Target sequence (Q96KQ7 913-1193 limits assumed): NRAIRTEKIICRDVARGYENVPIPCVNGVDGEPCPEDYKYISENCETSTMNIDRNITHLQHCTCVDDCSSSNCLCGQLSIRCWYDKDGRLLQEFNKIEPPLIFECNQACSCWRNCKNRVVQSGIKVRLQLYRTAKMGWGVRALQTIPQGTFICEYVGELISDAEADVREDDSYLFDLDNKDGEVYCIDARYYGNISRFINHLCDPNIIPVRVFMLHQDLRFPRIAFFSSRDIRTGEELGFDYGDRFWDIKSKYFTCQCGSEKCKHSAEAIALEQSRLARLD
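G9a (20 nM) was preincubated 15 min with compound, then reacted 2 h at room temperature with 500 nM biotin-H3K9 peptide and 20 µM SAM. Monomethyl-H3K9 detected by AlphaScreen using anti-H3K9me1 antibody.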
PI4K2A inh = PI4K2A (human) kinase inhibition; Q9BTU6; 420,000 tested, 0.13% active; activity change, negative = inhibition, % at 76.9 µM; purified PI4K2A, ADP-Glo luminescence, 1 h; hits give low values; in the data active means activity change below about -50%; inconclusive means mostly about -30% to -49%;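 further: -100% = wells without enzyme as full effect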
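PI4K2A activity was measured by ADP-Glo luminescence: enzyme (4 ug/mL stock) and phosphatidylinositol (1.2 mM stock) in Tris pH 7.5/MgCl2/EGTA/Triton X-100 buffer were reacted with ATP (300 microM stock) for one hour at ambient temperature.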
HP1b binding inh = blocks HP1-beta chromodomain binding to methylated histone tails | P83916 | AlphaScreen HP1-beta / biotin-H3K9me3 peptide binding | Potency, µM (doses to about 114 µM), for inactives: top-dose activity change, negative = inhibition, most hits filed as inhibitors | 390,000 tested, 0.56% active; further: potency means the concentration at half of the fitted maximal effect; nearly all actives have a fitted effect of over 70% in size; inactives centre near 23
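Compound inhibition of the preformed complex between 50 nM HP1-beta and 50 nM biotinylated H3K9me3 peptide was read by AlphaScreen. Buffer was PBS pH 7.4 with 0.01% Tween-20. Incubations ran 30 min at room temperature, with 10 ug/mL donor/acceptor beads.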
Tb PGK inh = inhibitors of T. brucei phosphoglycerate kinase. P07378. PGK/GAPDH coupled, Kinase-Glo luminescence, 60 min. 380,000 tested, 0.043% active. Potency, µM (highest dose often 57.5 µM), for inactives: at the top dose activity change, negative = inhibition, most hits filed as inhibitors; further: potency means the concentration at half of the fitted maximal effect; on the % scale 0 is the no-effect control and ±100 the full control effect; nearly all actives have a fitted effect of over 60% in size
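Luminescent ATP detection (Kinase-Glo Plus) follows a 60-minute room-temperature incubation, with wells lacking PGK as controls. Buffer: 100 mM TEA (pH 7.6), 5 mM MgCl2, 0.01% Tween-20. Coupling enzyme GAPDH (100 nM final) supplies unstable 1,3-BPG in-well.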
BAZ2B block = BAZ2B (human) inhibition. AlphaScreen BAZ2B-H3K14Ac peptide displacement. Q9UIF8. 360,000 tested, 4.4% active. Potency, µM (titrated, usually from 114 µM), without a hit: at the highest dose activity change, negative = inhibition, usual class: inhibitors; further: potency means the concentration at half of the fitted maximal effect; on the % scale 0 is the no-effect control and ±100 the full control effect; nearly all actives have a fitted effect of over 60% in size
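AlphaScreen displacement of biotin-H3(5-23)K14Ac peptide (50 nM final) from BAZ2B (50 nM final) in PBS pH 7.4, 0.01% Tween-20; complex preformed 30 min RT, then compounds (top 110 uM) 30 min RT, beads 20 min dark.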
POLH inh = blocks human DNA polymerase eta activity; recombinant Pol eta, fluorescent DNA replication assay; 390,000 tested, 1.2% active; Potency, µM (series often up to 114 µM), for inactives: at the top dose activity change, negative = inhibition, usual class: inhibitors; further: potency means the concentration at half of the fitted maximal effect; on the % scale 0 is the no-effect control and ±100 the full control effect
Target sequence (Q9Y253 whole entry, looked up): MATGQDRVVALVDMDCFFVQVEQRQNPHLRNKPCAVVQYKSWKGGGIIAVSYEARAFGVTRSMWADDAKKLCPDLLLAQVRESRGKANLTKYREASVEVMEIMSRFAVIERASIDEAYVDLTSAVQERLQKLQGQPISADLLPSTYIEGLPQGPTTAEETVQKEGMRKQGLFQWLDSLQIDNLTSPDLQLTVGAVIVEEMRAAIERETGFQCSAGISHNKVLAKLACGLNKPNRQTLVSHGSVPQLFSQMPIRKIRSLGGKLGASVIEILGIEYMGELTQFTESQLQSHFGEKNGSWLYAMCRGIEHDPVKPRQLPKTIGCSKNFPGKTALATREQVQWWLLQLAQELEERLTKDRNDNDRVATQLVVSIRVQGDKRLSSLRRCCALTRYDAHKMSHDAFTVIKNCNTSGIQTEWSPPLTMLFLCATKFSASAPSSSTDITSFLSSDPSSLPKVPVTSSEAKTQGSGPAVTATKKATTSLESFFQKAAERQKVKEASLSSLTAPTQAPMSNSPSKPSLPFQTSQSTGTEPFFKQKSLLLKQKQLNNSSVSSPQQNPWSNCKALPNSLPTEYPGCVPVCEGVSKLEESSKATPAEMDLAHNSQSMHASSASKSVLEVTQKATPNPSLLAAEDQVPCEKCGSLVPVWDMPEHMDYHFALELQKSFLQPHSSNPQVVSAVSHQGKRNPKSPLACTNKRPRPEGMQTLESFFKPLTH
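Fluorescent replication assay: 50 nM final substrate added after a 15 min room-temperature compound preincubation with 10 nM enzyme. Signal taken at 0 min and again at 10 min.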
Numbers without * were called inactive; i = inactive; ? = inconclusive; . = not tested or not shown; [ ] = remark or other dose. Unless noted, the call rests on the fitted dose curve; in most records, active means well fitted curve in the direction sought with a large enough effect; inconclusive means small, poorly fitted or top-dose-only effect, or another doubt; inactive means no such curve, though single readings can be large; an effect the other way counts as inactive or inconclusive. These rows are one share of the data (hit frequency here may not be typical).

GLS inh	JMJD2A Tudor	Pin1 inh	G9a block	PI4K2A inh	HP1b binding inh	Tb PGK inh	BAZ2B block	POLH inh	Compound
0%	-5%	-11%	10%	-6	24%	-5%	3%	-5%	COc1ccccc1OCCC(=O)OCC(=O)Nc1cccc(Br)c1
5%	-13%	-2%	15%	6	40%[activator]	-5%	-2%	-21%	NS(=O)(=O)c1ccc(CCNC(=O)NC2CCCCC2)cc1
-1%	-18%	22%	-33%[59 µM]	-4	13%	-6%	0%	-8%	Cc1ccc(C(=O)Nc2ccc(NC(=O)c3cccs3)cc2)cc1C
-2%	-9%	-5%	.	3	24%	-1%	.	-4%	Cc1nc2ncnn2c(Nc2ccc3c(c2)OCCO3)c1C
0%	-33%	-1%	4%	0	-2%	i	-33%	-2%	COc1ccc(NC(=O)CN(C)S(=O)(=O)c2cccc3nsnc23)cc1OC
14%	-12%	-5%	11%[59 µM]	-8	48%[activator]	14%	-6%	-11%	O=C(O)Cn1cc(C(=O)c2ccco2)c2ccccc21
4%	-14%	0%	12%[12.7 µM]	2	6%	8%	-29%	-5%	COc1ccc(N2C(=O)CSC2c2ccc3c(c2)OCO3)cc1 (stereo not given)
13µM*	50µM*	?	40µM*	0	50µM*	?	50µM*	10µM*	Cc1ccc(C)c(S(=O)(=O)Nc2ccc3oc(C)c(C(=O)O)c3c2)c1
7%	-26%	?	0%[59 µM]	-9	16%	.	-3%	.	COc1cc(C(=O)Nc2nc3c(s2)Cc2c(Br)ccc(OC)c2-3)cc(OC)c1OC
-4%	-10%	24%	6%	2	20%	-2%	-4%	-11%	Nc1c(C(=O)NCc2ccc3c(c2)OCO3)nnn1Cc1cccc(F)c1
-3%	-21%	-2%	.	-2	27%	-10%	?	0%	C/C(=N\NC(=O)c1ccccc1C)c1ccc(NC(=O)c2cccs2)cc1
7%	-10%	0%	-1%	4	1%	-1%	-3%	-12%	O=C(COC(=O)C1CCN(/C=C/C(=O)C(F)(F)F)CC1)Nc1cccc(F)c1
2%	27%	-2%	-21%[0.501 µM]	0	69%[activator]	i	-4%	-16%	COc1ccc(-c2oc3ccccc3c2C#CC(C)(C)O)cc1
9%	?	-13%	-37%	-3	-16%	-10%	?	-13%	Cn1c(=O)c2c(nc(N3CCCCC3)n2CCSc2nc3ccccc3s2)n(C)c1=O
-14%	-22%	-2%	?	-1	7%	-3%	-25%	1%	COc1ccccc1C1C2CCCCC2(O)CCN1CC(=O)Nc1ccccc1 (stereo not given)
-5%	-22%	0%	3%[12.7 µM]	-3	16%	-9%	-14%	-18%	CC1CC(C)CN(S(=O)(=O)c2ccc(NC(=O)C3CC(=O)N(Cc4ccccc4)C3)cc2)C1 (stereo not given)
1%	-16%	-2%	?	8	7%	-13%	45µM*	?	O=C(CCCN1C(=O)/C(=C\c2ccco2)SC1=S)Nc1cccc2ccccc12
-6%	-23%	2%	-25%	-2	3%	-3%	-2%	-3%	COc1cc(SC)ccc1C(=O)Nc1cccc(S(=O)(=O)NC2=NCCCCC2)c1
4%	-22%	-2%	3.2µM*	4	2%	2%	-26%	-9%	CCCCc1cc(=O)oc2c(C)c(OCC(=O)N3CCC(C(=O)O)(c4ccccc4)CC3)ccc12
6%	-6%	5%	11%[59 µM]	-1	26%	7%	7%	-6%	COc1ccccc1N1CCN(C(=O)c2cc(-c3ccc(Cl)c(Cl)c3)on2)CC1
-2%	-18%	-2%	9%	-3	33%	-2%	-9%	-7%	O=C(O)C1[C@H]2C(=O)N(Cc3cccs3)C[C@]23C=C[C@H]1O3 (stereo not given in full)
-28%	40µM*	-2%	7.9µM*	1	52%[activator]	0%	-17%	9%	C=CCn1c(-c2sc3nc(C)cc(C)c3c2N)n[nH]c1=S
16%	50µM*	-12%	?	1	15%	.	4%	9%	COc1ccc(C(=O)CSc2nnc(CNC(=O)c3ccc(OC)cc3)n2C)cc1
-11%	3%	13%	28µM*	2	50%[activator]	-8%	-1%	-18%	COC(=O)c1ccc2c(=O)n(-c3ccccc3)c(SCN3C(=O)c4ccccc4C3=O)nc2c1
2%	-27%	-13%	-13%[59 µM]	3	-3%	-4%	4%	-9%	O=c1c(Cl)c(N2CCN(c3ccccc3)CC2)cnn1C12CC3CC(CC(C3)C1)C2
4%	-21%	0%	?	3	-24%	i	-1%	-7%	O=C(NCc1ccco1)/C(=C\c1ccco1)NC(=O)c1ccccc1Cl
1%	-20%	?	-13%	3	40%	-6%	-7%	-4%	Cc1ccc(N/C=C/C(=O)c2ccco2)c(O)c1
21%	-23%	-11%	0%	4	18%	-5%	-14%	-3%	O=S(=O)(Nc1ccccc1C(F)(F)F)c1ccc(-c2ccccn2)s1
-10%	4%	-1%	.	-8	43%[activator]	-4%	.	-19%	O=C(Nc1ccccc1)c1ccc(CN2CCC(Cc3ccccc3)CC2)cc1
-3%	0%	-2%	-8%[12.7 µM]	-4	33%[activator]	-7%	11%	-10%	Cc1nn(-c2cccc(Cl)c2)nc1C(=O)Nc1cccc(C(=O)NC2CC2)c1

Given bar-delimited: 4 of the compounds above
Structure | GLS inh | JMJD2A Tudor | Pin1 inh | G9a block | PI4K2A inh | HP1b binding inh | Tb PGK inh | BAZ2B block | POLH inh
COC(=O)c1ccc2c(=O)n(-c3ccccc3)c(SCN3C(=O)c4ccccc4C3=O)nc2c1 | -11% | 3% | 13% | 28µM* | 2 | 50%[activator] | -8% | -1% | -18%
O=c1c(Cl)c(N2CCN(c3ccccc3)CC2)cnn1C12CC3CC(CC(C3)C1)C2 | 2% | -27% | -13% | -13%[59 µM] | 3 | -3% | -4% | 4% | -9%
O=C(NCc1ccco1)/C(=C\c1ccco1)NC(=O)c1ccccc1Cl | 4% | -21% | 0% | ? | 3 | -24% | i | -1% | -7%
Cc1ccc(N/C=C/C(=O)c2ccco2)c(O)c1 | 1% | -20% | ? | -13% | 3 | 40% | -6% | -7% | -4%

The list goes on:
GLS inh	JMJD2A Tudor	Pin1 inh	G9a block	PI4K2A inh	HP1b binding inh	Tb PGK inh	BAZ2B block	POLH inh	Compound
2%	-20%	1%	.	-4	26%	0%	.	-7%	COc1cccc(CNC[C@H]2O[C@@H](n3cnc(C(N)=O)n3)[C@H](O)[C@@H]2O)c1OCc1ccc(F)cc1Cl
8%	-4%	13%	-1%[12.7 µM]	-1	6%	-8%	8%	-1%	Cc1ccc(NC(=O)CC2S/C(=N/c3nccs3)N(C)C2=O)cc1C (stereo not given)
.	-2%	53%[activator]	12%[59 µM]	0	34%	5%	10%	?	O=C(Nc1cccc(NC(=O)c2ccc(-c3ccc(Br)cc3)o2)c1)c1ccco1
-5%	-15%	-2%	1%[59 µM]	4	14%	1%	8%	-10%	Cc1ccc2cc(CN(CCCN3CCOCC3)C(=O)NC3CCCCC3)c(=O)[nH]c2c1C
-17%	-8%	-4%	.	0	24%	-5%	-1%	4%	O=c1c2[nH]c3ccc(Br)cc3c2ncn1Cc1ccncc1
-3%	-5%	7%	-3%[12.7 µM]	5	37%	4%	2%	-3%	Cc1cc(C)n2nc(C(=O)Nc3cccc(S(=O)(=O)N(C)c4ccccc4)c3)nc2n1
0%	-11%	-10%	-3%	1	20%	-7%	2%	-7%	COC(=O)[C@H](Cc1ccccc1)NC(=O)NC(C)CCc1ccccc1 (stereo not given in full)
4%	-14%	5%	19%[59 µM]	-5	25%	-4%	5%	-4%	COC(C[C@@H](O)CC(=O)COCc1ccccc1)OC
2%	-19%	7%	-2%[59 µM]	-2	-14%	i	-1%	-10%	Cc1ccc(-n2c(=O)c3cccnc3n2CC(=O)Nc2ccc(C)cc2Cl)cc1
-7%	-9%	-3%	7%	5	18%	-1%	4%	-19%	CC1(c2ccccc2Br)NC(=O)N(CC(=O)Nc2ccc(S(N)(=O)=O)cc2)C1=O (stereo not given)
-1%	-18%	-2%	7%[0.501 µM]	-3	20%	i	-23%	-27%	CCOc1ccc(NC(=O)CN(C)C(=O)c2cccnc2Sc2ccc(Cl)cc2)cc1OCC
-1%	-8%	2%	.	3	18%	9%	.	-13%	CCOC(=O)C1(CCOc2ccccc2)CCN(Cc2ccc(OC)cc2)CC1
-29%	1%	1%	2%	-1	32%	-3%	-1%	-14%	Cc1ccc(NC(=O)CSc2n[nH]c(-c3ccco3)n2)cc1
-13%	-9%	1%	9%[59 µM]	2	35%	.	-2%	.	CCCCc1ccc(C(=O)c2c(N)c(C(=O)Nc3cccc(OC)c3)c3ccccn23)cc1
4%	-21%	3%	?	2	36%	-2%	?	-12%	CC(C)(C)c1ccc(Oc2ccc(NC(=O)C3CC=CCC3C(=O)O)cc2)cc1 (stereo not given)
-3%	.	.	.	1	.	9%	.	-6%	C[C@@H]1CN([C@@H](C)CO)S(=O)(=O)c2ccc(Br)cc2O[C@@H]1CN(C)C(=O)c1ccncc1

Ordered by number of heavy atoms (lowest first): some entries from above.
GLS inh	JMJD2A Tudor	Pin1 inh	G9a block	PI4K2A inh	HP1b binding inh	Tb PGK inh	BAZ2B block	POLH inh	Compound
1%	-20%	?	-13%	3	40%	-6%	-7%	-4%	Cc1ccc(N/C=C/C(=O)c2ccco2)c(O)c1
0%	-11%	-10%	-3%	1	20%	-7%	2%	-7%	COC(=O)[C@H](Cc1ccccc1)NC(=O)NC(C)CCc1ccccc1 (stereo not given in full)
4%	-22%	-2%	3.2µM*	4	2%	2%	-26%	-9%	CCCCc1cc(=O)oc2c(C)c(OCC(=O)N3CCC(C(=O)O)(c4ccccc4)CC3)ccc12
